# MT stabilize HCS: microtubule stabilizers in HeLa cells. HeLa tubulin immunostaining HCS, 24 h; share of cells brighter than vehicle mean+2SD. % tubulin-high responders, % at 10 µM. AID 2205. hit rate 0.83% among 200,000;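 active means plate Z-score above 3 for both tubulin-high and condensed-nucleus cell shares, with cell loss under 80%, at 10 µM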;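 further: anti alpha tubulin signal scored within the nucleus-defined area of each cell; some results filed as inactive read as strong as hits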
# T cell modulator: T cell immune modulators affecting CD8 T cell-vesicle binding | 2C CD8+ T cell-vesicle binding, flow cytometry; stronger effect = lower value | calls only at 7 µM | hit rate 0.068% among 330,000 | AID 2052;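 active means response, share of CD8 T cells binding vesicles, and their 90th percentile fluorescence all below set limits, cut at about 80% in these data, passing the limit was not always enough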
#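 Assay system: 2C TCR transgenic mouse naive CD8+ T cells, MACS-purified | Read-out: CD8+ gate FL2 mean fluorescence as % of same-row positive control | Signal: High-throughput flow cytometry with anti-B7-1 and anti-CD8 staining | Timing: Binding step 1.5 h, 37 °C, antibody labelling 20 min, ice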
# Hep lipid drop: hepatic lipid droplet formation modulation. AML12 mouse hepatocytes, oleate lipid droplets, BODIPY imaging. inhibition, % at 6.5 µM. hit rate 0.4% among 240,000. AID 1656;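 active means lipid droplet intensity inhibited by at least 50%, with more than 500 cells counted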
#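 Assay system: AML12 hepatocytes (mouse); Probe or stimulus: oleic acid at 100 µM to induce lipid droplet formation; Dosing: compound at 6.5 µM only; Schedule: compound with oleate, overnight; Detection: fluorescence imaging, 20x objective, two fields per well; Measure: % inhibition of lipid droplet signal.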
# Autophagy HCS: modulators of autophagy. MEF GFP-LC3 puncta imaging; test concentration mostly 10 µM. calls only at 10 µM (by protocol). hit rate 0.98% among 190,000. AID 463193;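 active means percentage of spot-positive cells more than 3 SD above its plate mean, without a fluorescence outlier flag or 80% toxicity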;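 further: spot-positive cell cutoff set from DMSO-treated cells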
# West Nile virus CPE: inhibition of WNV-induced cytopathic effect – cell-based, CPE readout (AID 1621); West Nile virus-infected cells, CPE inhibition; higher % means a stronger effect; one-dose CPE inhibition, % at 10 µM; IC50 in µM for titrated hits; hit rate 0.02% among 290,000; in the data active means a potency from the dose series; further: strong numbers were not always called active
# bCat nuc transl: alters nuclear translocation of beta-catenin in HeLa cells; immunofluorescence imaging; nuclear translocation activity, % at 5 µM; hit rate 0.3% among 190,000;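 active means nuclear translocation activity above 50% at 5 µM, with a well cell count of 50 or more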;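 further: per-cell ratio of nuclear to cytoplasmic median beta-catenin stain intensity; plate controls were DMSO negative control for no effect and GSK-3 inhibitor IX positive control for full effect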
#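 Test system: human HeLa cell line; Doses: 5 µM primary, 0.02–20 µM confirmation; Incubation: 24 h compound exposure, 37°C; Detection: beta-catenin immunofluorescence imaging with DAPI; Read-out: beta-catenin nuclear/cytoplasmic ratio, % activation.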
# Myeloid diff 2: compounds promoting myeloid differentiation. ER-HoxA9 myeloid progenitors, lysozyme-GFP differentiation, flow cytometry. calls only at 10 µM. hit rate 1% among 360,000;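 active means normalized GFP-positive differentiation at or above the plate's own cutoff, the solvent-only control mean plus 3 SD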;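 further: cells exposed to compound for four days before flow analysis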
# WT yeast gro inh: growth inhibition of WT yeast, mitochondrial fusion screen. AID 1362. mitochondrial fusion phenotypic screen, WT strain. inhibition, % at 10 µM. hit rate 2.1% among 190,000; in the data active means inhibition above about 58%; tested in S. cerevisiae
# Ins promoter up: MIN6 insulin promoter up-regulation | AID 1625 | MIN6 insulin promoter-GFP reporter, high-content imaging; stronger effect = higher value | z-score at 5 µM | hit rate 0.3% among 190,000;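 active means z-score above 3 at 5 µM with at least 500 cells counted in the well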
# WT yeast gro inh mutant strain: also measured in WT yeast gro inh; calls as there; inhibition, %; mitochondrial fusion phenotypic screen, mutant strain inhibition
# Ins promoter up cell count: second read-out of Ins promoter up, no call of its own (marks repeat the call); cell count; measured here: cytotoxicity, nuclei count;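 total cells summed across four imaged fields per well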
# Hep lipid drop cells 6.5 µM: second read-out of Hep lipid drop, no call of its own (marks repeat the call); cell count; measured here: cell count, cytotoxicity flag;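 cells counted across two imaged fields per well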
# bCat nuc transl cell count 5 µM: further read-out of bCat nuc transl, marked with its call; cell count; measured here: cell count, cytotoxicity flag
# T cell modulator vesicle-bound %: further read-out of T cell modulator, marked with its call; double positive events, %; measured here: CD8+ vesicle-bound cell fraction;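 binding gate set so that unloaded-vesicle control wells show 10% double positive cells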
# MT stabilize HCS Hoechst-high %: recorded beside MT stabilize HCS, whose call it bears; % Hoechst-high responders; measured here: nuclear condensation Hoechst responders;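 share of cells brighter than vehicle mean plus two SD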
# MT stabilize HCS cytotoxicity %: recorded beside MT stabilize HCS, whose call it bears; toxicity, %; measured here: cytotoxicity by cell density;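 0% = mean cell density of plate MIN control wells and 100% = no cells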
# Autophagy HCS cell loss 18 h: further read-out of Autophagy HCS, marked with its call; toxicity, %; measured here: cell loss, nuclei count;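 cell loss after 18 h compound exposure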
# Myeloid diff 2 GFP+ MAC1+ %: also measured in Myeloid diff 2; calls as there; GFP+ MAC1+ double positive, %; measured here: differentiation confirmed by MAC1 staining
# An asterisk follows results filed as active; i = inactive; x = not tested or not shown; + = active, no number. No enrichment for hits; overall some 3.9% were active at least once.
SMILES,MT stabilize HCS,MT stabilize HCS Hoechst-high %,MT stabilize HCS cytotoxicity %,T cell modulator,T cell modulator vesicle-bound %,Hep lipid drop,Hep lipid drop cells 6.5 µM,Autophagy HCS,Autophagy HCS cell loss 18 h,West Nile virus CPE,bCat nuc transl,bCat nuc transl cell count 5 µM,Myeloid diff 2,Myeloid diff 2 GFP+ MAC1+ %,WT yeast gro inh,WT yeast gro inh mutant strain,Ins promoter up,Ins promoter up cell count
CCOc1ccc2[nH]c3c(NCCC(C)C)ncnc3c2c1,x,x,x,i,17.7,6.6,879,x,x,-0.6%,x,x,i,0.2,x,x,x,x
CN(C1=C(N2CCCCC2)C(=O)c2ccccc2C1=O)c1ccccc1,1.8,1.1,5.3,i,4.2,78.7*,735*,i,-10.1,0.0%,0.8,1141,i,0.5,76.2*,36.3*,-0.35,838
Cn1c(=O)c2[nH]c(CNc3ccc(C(=O)O)cc3)nc2n(C)c1=O,x,x,x,i,17.5,2.6,394,x,x,0.1%,-1.3,1328,i,0.5,x,x,1.6,1333
Nc1ccc(/C=C/C(=O)c2cccs2)cc1,2.2,1.7,3.7,i,61.4,-1.4,748,i,6.0,0.0%,-0.6,1087,i,0.8,1.1,8.3,2.25,1398
COc1ccc(Oc2nc(C(F)(F)F)nc3ccccc23)cc1,1.7,1.6,4.2,i,49.4,8.4,712,i,-8.7,0.3%,0.6,942,i,2.1,-19.9,2.2,1.52,1843
CCOc1ccc(NC(=O)c2cccc(NC3=NC4CS(=O)(=O)CC4S3)c2)cc1 (stereo unspecified),x,x,x,i,21.3,6.2,717,x,x,0.0%,x,x,i,2.2,x,x,x,x
COC(=O)c1ccc(NC(=O)COc2cccc(-n3cnnn3)c2)cc1,x,x,x,i,8.1,-7.0,675,x,x,-0.4%,x,x,i,0.0,x,x,x,x
CC(=O)NC1CCCc2c1cnn2-c1ccc(C(C)(C)C)cc1 (stereo unspecified),x,x,x,i,55.8,0.3,819,x,x,-1.0%,x,x,i,0.4,x,x,x,x
CCc1ccc(NC(=O)c2ccccc2SC)cc1,5.1,2.5,7.1,i,64.2,5.4,715,i,7.8,-0.3%,-5.2,1175,i,0.3,3.6,1.1,0.52,1579
COc1ccc(CN2C(=S)NC(C)(C)CC2(C)O)cc1 (stereo unspecified),3.4,2.0,2.1,i,34.6,2.6,577,i,-1.7,-0.4%,0.3,526,i,0.7,0.2,-3.9,0,1249
COc1ccc2sc(N(CCCN(C)C)C(=O)c3nc4ccccc4s3)nc2c1,2.9,2.1,5.3,i,42.9,12.3,705,i,5.9,-0.2%,1.2,1097,i,0.5,9.0,3.9,1.84,1248
N#Cc1nc(-c2ccc(Cl)cc2)oc1NCC1CCCO1 (stereo unspecified),4.6,1.7,3.4,i,21.1,-0.3,670,i,9.4,-1.1%,1.1,1108,i,0.4,8.6,13.2,-1.1,1621
Cc1ccccc1NS(=O)(=O)c1cc2c3c(c1)CC(=O)N3CCC2,x,x,x,i,42.9,-4.4,753,x,x,-0.3%,x,x,i,0.0,x,x,x,x
Cc1cccnc1NC(=O)NC(=O)c1ccc(C(C)(C)C)s1,x,x,x,i,30.8,17.9,675,x,x,-0.1%,13.4,934,i,1.0,x,x,-0.47,936
CN(CC(=O)Nc1ccc(Cl)c(S(=O)(=O)N(C)C)c1)Cc1ccccc1,x,x,x,i,27.5,-17.9,784,x,x,-0.3%,x,x,i,0.3,x,x,x,x
COc1ccc(NC(=O)Cn2nnc(C(=O)NCc3cccs3)c2N)cc1Cl,x,x,x,i,7.6,29.0,746,x,x,0.9%,x,x,i,4.2,x,x,x,x
COc1ccc(NCc2nnc(SCC(=O)NCc3ccco3)n2-c2ccccc2OC)cc1,3.0,1.9,2.9,i,38.8,4.2,728,i,1.1,0.0%,2.5,1156,i,0.5,2.8,-6.6,x,x
Cc1ccc(CNC(=O)CCC2CCCN(C(=O)c3ccc4c(c3)OCO4)C2)o1 (stereo unspecified),2.6,1.0,3.3,i,19.7,-1.6,713,i,12.1,0.0%,2.8,965,i,0.6,-9.6,-6.6,-0.1,1405
CCn1cc(C(=O)OCC(=O)N(C)Cc2ccccc2)c(=O)c2ccc(C)nc21,2.6,1.8,3.2,i,37.7,12.7,717,i,5.0,-0.3%,x,x,i,1.0,-10.2,3.1,-1.14,1331
O=[N+]([O-])c1ccc(Cl)cc1N1CCCCC1,2.1,1.6,3.7,i,0.5,18.6,711,+,15.7*,-0.2%,0.3,1031,i,1.2,-10.9,13.0,-0.26,1417

# Some entries already given, limited to T cell modulator vesicle-bound %, MT stabilize HCS cytotoxicity % and MT stabilize HCS Hoechst-high %:
SMILES | T cell modulator vesicle-bound % | MT stabilize HCS cytotoxicity % | MT stabilize HCS Hoechst-high %
COc1ccc(NCc2nnc(SCC(=O)NCc3ccco3)n2-c2ccccc2OC)cc1 | 38.8 | 2.9 | 1.9
Cc1ccc(CNC(=O)CCC2CCCN(C(=O)c3ccc4c(c3)OCO4)C2)o1 (stereo unspecified) | 19.7 | 3.3 | 1.0
CCn1cc(C(=O)OCC(=O)N(C)Cc2ccccc2)c(=O)c2ccc(C)nc21 | 37.7 | 3.2 | 1.8
O=[N+]([O-])c1ccc(Cl)cc1N1CCCCC1 | 0.5 | 3.7 | 1.6

# Carrying on:
SMILES,MT stabilize HCS,MT stabilize HCS Hoechst-high %,MT stabilize HCS cytotoxicity %,T cell modulator,T cell modulator vesicle-bound %,Hep lipid drop,Hep lipid drop cells 6.5 µM,Autophagy HCS,Autophagy HCS cell loss 18 h,West Nile virus CPE,bCat nuc transl,bCat nuc transl cell count 5 µM,Myeloid diff 2,Myeloid diff 2 GFP+ MAC1+ %,WT yeast gro inh,WT yeast gro inh mutant strain,Ins promoter up,Ins promoter up cell count
CCOc1ccccc1NC(=O)CCNC(=O)c1ccc(Cl)cc1,2.6,3.4,10.6,i,36.6,45.0,749,i,-0.4,-0.8%,-0.2,1126,i,0.5,-8.1,-18.3,x,x
Cc1ccc(C(c2sc3nc(C)nn3c2O)N2CCN(C(=O)c3ccco3)CC2)cc1 (stereo unspecified),4.2,1.7,7.3,i,6.9,9.3,791,i,-4.6,-0.6%,-2.3,1200,i,3.8,-6.0,-4.9,-0.1,1217
CN(c1ccccc1)c1nc(N)c([N+](=O)[O-])c(Nc2ccccc2)n1,x,x,x,i,54.7,-0.4,853,x,x,-0.2%,x,x,i,0.6,x,x,x,x
O=[N+]([O-])c1ccccc1S(=O)(=O)N1CCN(Cc2ccsc2)CC1,4.2,2.1,9.0,i,26.5,-15.5,686,i,6.1,-0.6%,-4.9,1064,i,0.1,1.5,11.4,-0.47,1729
Cc1ccccc1-c1ccc(=O)n(CC(=O)Nc2ccc(C(=O)N3CCCC3)cc2)n1,3.9,1.7,2.5,i,7.6,x,x,i,-0.6,-0.7%,-1.5,1340,i,0.5,-1.1,-0.2,0.62,1392
COCCN1C(=O)N(C)[C@@H](c2ccccc2)C(C(C)=O)=C1C,x,x,x,i,19.0,x,x,x,x,-0.2%,0.5,1209,i,1.9,x,x,-0.73,968
Cc1nn(-c2ccccc2)c(Cl)c1/C=C1/C(=N)N2N=C(C(C)C)SC2=NC1=O,9.9*,17.4*,17.7*,i,51.5,x,x,i,-9.2,2.0%,-2.7,534,i,0.4,-3.7,-15.4,-0.29,1244
CC(C)c1nnc(NC(=O)CCC(=O)NC2CCCCC2)s1,x,x,x,i,45.3,2.0,677,x,x,0.0%,-4.9,1200,x,x,x,x,-0.46,1452
CCCNS(=O)(=O)c1cc(Cl)ccc1OC,1.7,1.0,8.0,i,40.4,-27.7,603,i,-18.2,-0.9%,0.2,988,i,0.2,-4.9,-1.6,-0.7,1492
CCc1ccc(N=C2NC(=O)/C(=C/c3cc(Br)c(OCC(=O)O)c(OC)c3)S2)cc1,x,x,x,i,35.8,6.8,877,x,x,-0.1%,x,x,i,0.6,x,x,x,x
O=C(Nc1cccc(-c2nn[nH]n2)c1)c1csc2c1CCCC2,x,x,x,i,63.4,-2.0,733,x,x,-0.1%,x,x,i,1.3,x,x,x,x
COc1ccc(C(NC(=O)C2C3C=CC(C3)C2C(=O)O)c2ccccc2)cc1 (stereo unspecified),1.3,1.2,6.1,i,52.4,0.6,750,i,-7.0,0.0%,-0.7,1035,i,0.7,-13.0,-8.5,0.26,1490
Cc1ccc(N2C(=O)CCC2(C#N)c2ccccc2)cc1 (stereo unspecified),x,x,x,i,26.2,-1.6,677,x,x,-0.2%,1.3,1221,i,0.9,x,x,0.37,1051
Cc1cc2nc(-c3ccc(SCc4ccc(C(=O)O)cc4)nc3)[nH]c2cc1C,17.5*,28.1*,30.3*,i,51.9,-2.2,647,i,-3.9,-0.5%,12.0,939,i,0.0,4.4,-14.2,-0.15,1353
O=C(Nc1nc2cc3c(cc2s1)OCCO3)C1=COCCO1,x,x,x,i,27.6,-2.4,726,x,x,-0.4%,-0.2,1345,i,1.0,x,x,0.37,1050
O=C(N1CCCCCC1)n1c(Cc2ccccc2)nc2ccccc21,2.5,2.4,20.1,i,14.4,-35.3,740,i,-7.2,1.0%,-1.0,538,i,0.4,8.8,3.2,x,x
Cc1ccc(OCc2nc3ccccc3[nH]2)cc1,2.2,1.8,4.0,i,44.9,2.0,663,i,8.9,-1.0%,0.3,950,i,1.1,17.4,23.5,-0.31,1309
Cc1ccc(S(=O)(=O)NNC(=O)CC#N)cc1,x,x,x,i,20.5,1.1,701,x,x,-0.2%,-1.3,1132,i,1.1,x,x,0.01,1054
CCOC(=O)C(C)(C)n1nnc(-c2ccc([N+](=O)[O-])cc2)n1,2.4,1.7,0.9,i,36.0,6.8,763,i,13.1,-0.6%,-0.3,1428,i,0.4,6.1,5.0,-0.66,1731
